RBX1-CUL1 inh: inhibitors of human ROC1-CUL1 ubiquitin ligase activity; E3 ubiquitin-protein ligase RBX1 (Homo sapiens) + Cullin-1 (Homo sapiens), P62877+Q13616; in vitro K48 di-Ub FRET, acceptor:donor ratio, 45 min; inhibition, % at 10 µM; 140,000 tested, 0.6% active; AID 1347404, 2020; in the data active means inhibition above about 25%
Target sequence (P62877 whole entry, looked up): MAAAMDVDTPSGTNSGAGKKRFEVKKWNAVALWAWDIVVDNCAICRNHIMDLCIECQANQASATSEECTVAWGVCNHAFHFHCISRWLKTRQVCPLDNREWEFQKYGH
Target sequence (Q13616 whole entry, looked up): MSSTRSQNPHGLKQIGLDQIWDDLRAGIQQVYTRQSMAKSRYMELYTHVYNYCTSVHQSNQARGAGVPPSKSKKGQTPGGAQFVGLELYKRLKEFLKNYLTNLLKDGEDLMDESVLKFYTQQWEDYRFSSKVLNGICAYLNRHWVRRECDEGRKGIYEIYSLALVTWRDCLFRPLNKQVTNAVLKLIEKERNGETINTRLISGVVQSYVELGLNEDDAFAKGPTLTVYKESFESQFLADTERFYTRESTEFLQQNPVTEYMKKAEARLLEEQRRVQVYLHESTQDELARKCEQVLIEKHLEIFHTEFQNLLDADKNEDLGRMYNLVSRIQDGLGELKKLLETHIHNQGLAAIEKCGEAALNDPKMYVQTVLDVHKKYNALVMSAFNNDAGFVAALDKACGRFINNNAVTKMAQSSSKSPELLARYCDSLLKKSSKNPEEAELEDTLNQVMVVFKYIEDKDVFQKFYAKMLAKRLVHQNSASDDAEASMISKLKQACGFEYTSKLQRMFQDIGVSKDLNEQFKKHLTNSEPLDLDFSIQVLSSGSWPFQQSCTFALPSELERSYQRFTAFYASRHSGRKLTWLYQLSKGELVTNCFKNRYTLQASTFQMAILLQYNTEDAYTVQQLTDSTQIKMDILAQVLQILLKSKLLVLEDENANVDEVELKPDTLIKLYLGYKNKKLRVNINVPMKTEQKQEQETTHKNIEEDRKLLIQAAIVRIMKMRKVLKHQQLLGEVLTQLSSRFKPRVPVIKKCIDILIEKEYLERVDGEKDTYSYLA
Numbers without * were called inactive.

SMILES	RBX1-CUL1 inh
COC(=O)c1sccc1NC(=O)CSc1c(Cl)cccc1Cl	4.4
CCOC(=O)N1CCN(C(=O)C(Cc2cccs2)=NC(=O)c2cccs2)CC1	1.2
COc1cccc(CNC(=O)C2CCCN(S(=O)(=O)c3cn(C)cn3)C2)c1 (stereo not given)	-0.1
CCC(CO)NC(=O)c1ccccc1OC (stereo not given)	4.0
Cc1ccc2oc(=O)n(Cc3ccccc3Cl)c2c1	2.8
CCc1nc(SC)c2oc3ccccc3c2n1	-7.4
O=C(NCC1CCCN(C(=O)c2scc3c2CCCC3)C1)c1ccc(F)cc1 (stereo not given)	6.0
Cc1ccc(C2CC(C(F)(F)F)n3nc(C(=O)N4CCN(c5ccccc5)CC4)c(Cl)c3N2)cc1 (stereo not given)	2.2
Cc1ncc2c(c1-c1noc(-c3cccc(F)c3)n1)CCN(Cc1nc[nH]c1C)C2	-10.0
Cc1sc2c(c1C)C(=O)NC(c1ccc(O)c(I)c1)N2 (stereo not given)	-0.2
CCc1ccc(CNC(=O)c2cnc3sc(N4CCCC4)nn3c2=O)cc1	0.5
CNC(=O)Nc1nc2ccc(OC)cc2s1	-3.6
Cc1cccc(Cn2c(=O)n(Cc3ccc4c(c3)OCO4)c(=O)c3oc4ccccc4c32)c1	-11.4
CCCn1c(C)c(CC(=O)N(C)CCO)c2c1CC(C)(C)CC2=O	-0.3
COc1cc(COCC(O)CN2CCN(c3cccc(Cl)c3)CC2)cc(OC)c1OC (stereo not given)	-5.7
COCCCN1CCC(CNc2nccc(-c3cnn(C)c3)n2)C1 (stereo not given)	-4.6
CCc1n[nH]c2c1CN(Cc1cccn1-c1ccccc1F)CC2	9.9
O=C(CSc1nnc(-c2cccc(Br)c2)o1)NNC(=O)c1cccc(Br)c1	-8.7
CCCNC(=O)CSC1=N/C(=C/c2ccc(F)cc2)C(=O)N1CC	10.5
Nc1c(C(=O)c2ccc3c(c2)OCO3)sc2nc(-c3cccs3)cc(C(F)(F)F)c12	-6.8
CCc1ccc(N2C(=O)/C(=C/c3cccn3C(C)(C)C)C(=O)NC2=S)cc1	0.8
N#Cc1c(-c2ccc(F)cc2)cc(-c2ccccc2)nc1SCC(=O)NCC(=O)O	10.2
OC(c1ccccc1)C(Nc1ccccc1)c1ccccc1 (stereo not given)	-1.3
Cc1ccc(C2(c3noc(CN4CCCC(C(=O)N5CCOCC5)C4)n3)CCCC2)cc1 (stereo not given)	1.5
O=[N+]([O-])c1ccc(S(=O)(=O)Oc2cc3ccc(S(=O)(=O)O)cc3cc2S(=O)(=O)O)cc1	4.6
CC(C)(C)C(=O)Oc1ccc2c(=O)c(Oc3ccc4ccccc4c3)coc2c1	-1.7
CON(C)C(=O)c1ccccc1OCCOc1ccccc1	5.3
CCC(=O)NC(=S)Nc1cc2nn(-c3ccccc3)nc2cc1Cl	-4.5
CCOC(=O)c1ccc(-c2ccc(/C=C(\C#N)C(=O)Nc3ccc(OCC)cc3)o2)cc1	13.4
Cc1cc(C(=O)N2CCN(S(=O)(=O)c3ccccc3)CC2)c(C)o1	8.8
Cc1nnc2c(N3CCN(C)CC3)nc3ccccc3n12	-1.3
COc1cccc(CNC(=O)Cn2c(=O)oc3cc(S(=O)(=O)N4CCCCCC4)ccc32)c1	-19.8
Cc1ccc(C(c2cccc(Br)c2)c2c(C)[nH]c3ccccc23)s1 (stereo not given)	-10.5
COC(C(=O)Nc1c(F)cccc1F)c1ccccc1 (stereo not given)	-8.1
CCCc1sc2nc(SCC(=O)N/N=C/c3ccccc3O)n(-c3ccccc3)c(=O)c2c1C	6.7
O=c1oc2ccccc2cc1-c1nc(-c2cccs2)no1	7.0
COc1ccc(-c2nc3n(n2)C(c2ccc(OC)cc2)C(C(=O)Nc2cccnc2)C(C)=N3)cc1 (stereo not given)	7.3
CCCCCCOC(=O)c1ccc(Nc2c([N+](=O)[O-])cc(C(=O)O)cc2[N+](=O)[O-])cc1	1.1
Cc1cccc(-c2ncc(CN3C[C@H](O)[C@@H](N4CCOCC4)C3)cn2)c1	1.9
Cc1nc(CCN)cc(N2CCN(C3CCc4ccccc4C3)CC2)n1 (stereo not given)	9.3
Cc1[nH]c2ccc(F)cc2c(=O)c1CN1CCCCCC1	5.4
CCNC(=O)c1sc2ncnc(N3CCCCCCC3)c2c1C	1.0
Cc1ccc(-c2nnc(SCc3ccccc3)n2-c2cccc3ccccc23)cc1	1.4
CCOc1ccccc1NC(=O)C(C)Oc1ccccc1C (stereo not given)	-3.9
O=C(NCCC1=CCCCC1)c1ccc2c(c1)N(Cc1cccc(Cl)c1)C(=O)c1ccccc1S2(=O)=O	-2.1
COc1ccc(C(=O)CSc2nc3ccccc3[nH]2)cc1OC	-1.1
N#CCSc1ncnc2scc(-c3ccc(Br)cc3)c12	6.3
O=C(CSc1nc2sc3c(c2c(=O)n1C1CCCCC1)CCCC3)NC1CCCCC1	4.0
CCc1cccc(C)c1NC(=O)c1c(C)noc1C	-8.2
COc1ccc(CC(=O)Nc2ccccc2)cc1	-1.4
O=C(CSc1nnnn1-c1ccccc1)Nc1ccc(Cl)c(C(F)(F)F)c1	0.8
COc1ccc(NC(C)(C)c2nnnn2C(c2ccccc2)c2ccccc2)cc1	-2.7
CCc1ccc(NC(=O)CSc2nccn2-c2cccc(C)c2C)cc1	-3.3
CC(=O)Nc1cccc(NC(=O)CSc2cn(CC(=O)N3CCCCCC3)c3ccccc23)c1	7.7
CN(CCC1CCOCC1)C(=O)c1coc(COc2cccc(F)c2)n1	12.1
CC(C)(OC(=O)c1ccccc1)C1Cc2cc3ccc(=O)oc3cc2O1 (stereo not given)	6.5
Cc1ccc(-c2nc3c(cnn3C)[nH]2)c(C)c1F	4.3
COc1ccc(C2CC(c3ccc(Br)cc3)=NN2S(C)(=O)=O)cc1 (stereo not given)	1.5
Clc1cccc(/C=N\Nc2nccs2)c1	5.4
CC(C(=O)N1CCC(n2nccc2NC(=O)C(C)(C)C)CC1)N1CCCC1=O (stereo not given)	-7.5

The listing continues:
SMILES	RBX1-CUL1 inh
CCOC(=O)c1c(-c2ccc(Oc3ccccc3)cc2)csc1NC(=O)c1ccco1	7.8
CCOc1ccc(N2CC(c3nc4ccccc4n3Cc3cccc(Cl)c3)CC2=O)cc1 (stereo not given)	-2.2
CCOc1ccc(CNC(=O)c2ccc3c(c2)c(C)c(C)n3Cc2ccccc2)cc1OC	4.8
Cc1ccccc1N1C(=O)CN(C(=O)c2cc(C3CC3)nc3ccccc23)CC1C (stereo not given)	1.8
COc1ccccc1CNC(=O)CC(c1ccc(C)cc1)N1Cc2ccccc2C1=O (stereo not given)	-4.4
CCOc1ccc(-n2c(SCCOc3ccccc3)nc3sc4c(c3c2=O)CCCC4)cc1	-4.2
Cc1ccc(NS(=O)(=O)c2c(C(=O)N3CCC(C)CC3)c(C)n(C)c2C)cc1Cl	-7.1
COc1ccc(C2CC(=O)c3cc(-c4nc(-c5cccc([N+](=O)[O-])c5)cs4)c(=O)n(-c4ccccc4N)c3C2)cc1 (stereo not given)	1.7
CCCCOc1cccc(C2C(C(=O)c3ccc(C)o3)C(=O)C(=O)N2Cc2ccco2)c1 (stereo not given)	-7.1
CCc1ccc(NC(=O)C2CCC(CNS(=O)(=O)c3ccc4c(c3)CC(C)N4C(C)=O)CC2)cc1 (stereo not given)	-6.9
CCOC(=O)c1cccc(Nc2c3c(nc4ccccc24)CCC3)c1	-5.5
Cc1cc(Cl)ccc1NC(=O)C1CCCN1S(=O)(=O)c1ccc2c(c1)CCCC(=O)N2 (stereo not given)	14.4
O=C(Sc1nnc(SC(=O)c2ccccc2)s1)c1ccccc1	-11.9
O=c1c2c3c(sc2nc(SCc2nc4ccccc4[nH]2)n1-c1ccccc1)CCCC3	3.2
COc1ccccc1NC(=O)CCn1nc(-c2ccccc2)c2ccccc2c1=O	1.4
O=c1cc(C2CCN(Cc3cnc(-c4ccco4)nc3)CC2)nc[nH]1	3.2
COC(=O)CN1C(=S)N(C)C(=O)/C1=C/c1cc(C(C)(C)C)c(O)c(C(C)(C)C)c1	4.1
CCOC(=O)c1ccc(NC(=O)/C(C#N)=C/c2ccc(-c3ccccc3Br)o2)cc1	-1.6
COC(=O)C1=C(C(=O)OC)SC(=C2C(=S)C(C)(C)N(C(=O)c3ccccc3)c3cc(C)c(C)cc32)S1	-10.0
O=S(=O)(Nc1ccc2c3c(cccc13)CC2)c1ccc(F)cc1	-3.1
CCOC(=O)CC(NC(=O)CCc1c(C)nc2c(-c3ccccc3)c(C)nn2c1C)c1ccc(C)cc1 (stereo not given)	1.5
O=C(O)C(=Cc1cc2ccccc2s1)/C(=C/c1cc2ccccc2s1)C(=O)O	1.0
Cc1ccc(Cl)cc1N(Cc1ccc(C(=O)NCCSCc2ccc(Cl)c(Cl)c2)cc1)S(=O)(=O)c1ccccc1	-3.6
C=CCOc1cccc(C2Nc3ccccc3-c3nnc(SC)nc3O2)c1 (stereo not given)	7.7
Cc1oc2nc3c(c(=O)n(CCc4ccccc4)c(=O)n3C)n2c1C	0.6
CC(Oc1ccccc1Br)C(=O)N1CCOCC1 (stereo not given)	6.6
Cc1ccccc1N1CCN(CN2C(=O)S/C(=C/c3ccco3)C2=O)CC1	5.2
COc1ccc(CNc2nc(-c3ccco3)nn2C(=O)c2ccccc2C)cc1	3.1
O=C(CN1C(=O)CCc2cc(S(=O)(=O)N3CCOCC3)ccc21)NCc1ccccc1	-5.2
Cc1ccc(-c2csc(NC(=O)C3CC3)n2)cc1	-5.2
COCC(=O)N1CCC(Oc2ccc(C(=O)N[C@H]3CCCCNC3=O)cc2)CC1	-1.2
CCN(CC)Cc1csc2ccc(Cl)cc12	2.1
COc1ccc(-c2n[nH]c3c2C(c2ccc(O)cc2)N(c2ccc(Br)cc2)C3=O)cc1 (stereo not given)	2.9
CC(=O)N(C)c1ccc(NC2=NS(=O)(=O)c3ccccc32)cc1	-0.6
Oc1c(Br)cc(Br)cc1-c1nc2ccccc2s1	5.1
CCCCCCCCN1C(=O)C(C=Nc2sccc2C(=O)OC)C(=O)N(CCCC)C1=O (stereo not given)	0.7
CC1=NNc2nc3c(c(=O)n(C/C=C/c4ccccc4)c(=O)n3C)n2C1	3.7
CC(=O)c1cccc(NS(=O)(=O)c2ccc3[nH]c4c(c3c2)CCCCC4)c1	-2.0
COc1cccc(N2CCN(C(=O)CCc3c(C)nc4c(c3C)c(=O)n(C)c(=O)n4C)CC2)c1	0.1
Cc1nc2ccc(NC(=O)c3cc(F)c(F)cc3Cl)cc2s1	5.2
CCc1nccn1CCC(=O)NCCC1CN(c2cnn(C)c(=O)c2)CCO1 (stereo not given)	-1.9
COc1cccc(-c2nc(-c3nonc3N)no2)c1	7.3
O=C(O)c1ccccc1SC1C(=O)Oc2ccccc2C1=O (stereo not given)	45.8*
CCCN(CCC)CCNC(=O)c1cc(-c2ccc(Br)s2)nc2ccccc12	-4.3
CN1C(=O)C(C=NC(CC(=O)O)C(=O)O)C(=O)N(C)C1=O (stereo not given)	2.9

Some of the entries above, set out differently.
RBX1-CUL1 inh,Structure
5.1,Oc1c(Br)cc(Br)cc1-c1nc2ccccc2s1
0.7,CCCCCCCCN1C(=O)C(C=Nc2sccc2C(=O)OC)C(=O)N(CCCC)C1=O (stereo not given)
3.7,CC1=NNc2nc3c(c(=O)n(C/C=C/c4ccccc4)c(=O)n3C)n2C1
-2.0,CC(=O)c1cccc(NS(=O)(=O)c2ccc3[nH]c4c(c3c2)CCCCC4)c1
0.1,COc1cccc(N2CCN(C(=O)CCc3c(C)nc4c(c3C)c(=O)n(C)c(=O)n4C)CC2)c1
5.2,Cc1nc2ccc(NC(=O)c3cc(F)c(F)cc3Cl)cc2s1
-1.9,CCc1nccn1CCC(=O)NCCC1CN(c2cnn(C)c(=O)c2)CCO1 (stereo not given)

Further records.
SMILES	RBX1-CUL1 inh
COc1ccc(-n2nc(C(=O)N(C)c3cc(C)ccc3C)c3c4ccccc4n(C)c3c2=O)cc1Cl	-11.8
CC(C)OCCCNC(=O)CCCn1c(SCC(=O)c2ccc(F)cc2)nc2c(sc3ccccc32)c1=O	5.4
O=C(Nc1nc(-c2ccc(F)cc2F)cs1)c1ccc2c(c1)OCO2	7.4
Cc1ccc(OC(=O)CC(C)C)c(C)c1	-12.8
CNC(=O)c1ccc(C2CCCN2C(=O)Cc2noc3ccccc23)s1 (stereo not given)	-4.0
CCOc1ccc(Br)cc1C(=O)N1CCCCC1	-6.1
Cn1c(C2CCCO2)nc2cc(NC(=O)CC3CCCC3)cc(C(=O)NCCc3ccco3)c21 (stereo not given)	6.6
Cc1cc(-c2n[nH]c(=S)n2Cc2ccccc2)no1	0.5
COC(=O)C1=C(C(=O)OC)C2=S(SC(c3ccc(OC)cc3)=C2)S1 (stereo not given)	16.7
Cc1ccc(C(=O)Nc2c(C(=O)NCc3ccc(Cl)cc3)sc3nc(C)cc(C)c23)cc1	-4.6
COc1cc2[nH]c(=O)c3sc4ccccc4c3c2cc1OC	3.3
CC(C)c1ccc(NC(=O)C(Cc2ccccc2)n2cccc2)cc1 (stereo not given)	-1.4
Cc1ccc(C(C)C)c(OCC(=O)NCc2cccnc2)c1	4.5

Random excerpt: six entries already listed
SMILES	RBX1-CUL1 inh
CC(C)c1ccc(NC(=O)C(Cc2ccccc2)n2cccc2)cc1 (stereo not given)	-1.4
Cn1c(C2CCCO2)nc2cc(NC(=O)CC3CCCC3)cc(C(=O)NCCc3ccco3)c21 (stereo not given)	6.6
CC(C)OCCCNC(=O)CCCn1c(SCC(=O)c2ccc(F)cc2)nc2c(sc3ccccc32)c1=O	5.4
Cc1ccc(C(=O)Nc2c(C(=O)NCc3ccc(Cl)cc3)sc3nc(C)cc(C)c23)cc1	-4.6
Cc1ccc(OC(=O)CC(C)C)c(C)c1	-12.8
CCOc1ccc(Br)cc1C(=O)N1CCCCC1	-6.1

Screening results from PubChem.

An excerpt; rates above refer to the full screens.
